# Cneo AK release: causes C. neoformans cell lysis | adenylate kinase release luminescence, 4 h; normalised: neutral wells 0, clomiphene wells 100 | lysis activity, % at 15 µM | 360,000 tested, 0.2% active | AID 651654;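 active = mean lysis activity across replicates of at least 80%, whatever share of replicates individually reach that level; inactive = mean lysis activity below 80%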
#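 Material – log-phase Cryptococcus neoformans yeast cells · Input – 5 × 10^6 yeast cells/mL · Medium – fresh YPD growth medium · Doses – single compound concentration per well · Timing – static 4 h at 37 °C with compound, 1 h detection · Detection – adenylate kinase release luminescence · Read-out – signal increase indicating cell lysis · Control set – Clomiphene as positive lysis control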
# GSIS activator: GLuc luminescence reporter in INS-1E cells, primary screen for activators of glucose-dependent secretion of insulin; activation, % at 16.6 µM; AID 743287; 370,000 tested, 0.61% active; INS-1E GLuc reporter insulin secretion, 2-3 h;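 active = lowest replicate activation of at least 40%, so every replicate reaches that level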;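 also: 0% = median of neutral control wells and 100% = median of IBMX positive control wells; some compounds called inactive have numbers as strong as hits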
# PglD DTNB: PglD (C. jejuni) enzyme inhibition; purified PglD enzyme, DTNB colorimetric CoA detection; inhibition, % at 12.5 µM; 360,000 tested, 0.098% active; AID 602405; in the data active = inhibition above about 16%, passing the limit was not always enough; also: strong numbers were not always called active
# FN deposit inh: fibronectin deposition inhibition; AH1F fibroblasts, Alexa488-fibronectin deposition fluorescence, overnight; inhibition, % at 12.6 µM; 350,000 tested, 0.086% active;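 active = mean inhibition across replicates of 30% or more, regardless of how many single replicates reach that level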;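 also: positive control wells lacked labelled fibronectin entirely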
#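 material = AH1F fibroblast monolayer depositing Alexa488-labelled fibronectin into matrix | amount = 10000 AH1F cells/well | buffer or medium = DMEM plus 2% serum, read in PBS | incubation = 1 h cell adhesion before compound, then overnight fibronectin incubation | detection = fluorescence at 485 nm excitation, 525 nm emission | evaluation = percent inhibition as loss of matrix-bound fibronectin fluorescence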
# miR122 inh: inhibitors of miR-122 in Huh7 cells | 340,000 tested, 0.3% active | Huh7 miR-122 Renilla luciferase sensor, 48 h; neutral wells = 0, positive control = 100 | activation (reporter increase), % at 12.5 µM;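 active = mean replicate activation score at least 90 and every replicate individually at or above 90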;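 also: higher luciferase means less miR-122 activity so hits act as miR-122 inhibitors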
# C2C12 statin: suppression of simvastatin myotoxicity; rescue of ATP level, % at 7.49 µM; AID 602340; C2C12 myotubes + simvastatin, ATP luminescence, 48 h; scaled: DMSO 0, geranylgeraniol control 100; 330,000 tested, 0.78% active;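 active = mean ATP rescue above about 67%, or every replicate alone reaching that limit, limit read from the data, passing the limit was not always enough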;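 also: myotubes were challenged with 10 µM simvastatin during compound exposure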
# PGC1a acetyl inh: PGC1a acetylation modulation, inhibitor mode; U2OS PGC1a acetylation, AlphaScreen anti-acetyl-lysine; with virally co-expressed GCN5 acetyltransferase; inhibition, % at 15.6 µM; 350,000 tested, 0.17% active;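 active = every replicate shows inhibition of at least 40%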;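 also: 0% = neutral control wells and 100% = positive control wells; some results beyond the cut were filed as inactive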
# CFTR F508del cor: correctors of CFTR F508del function in bronchial epithelial cells | CFBE cells, YFP halide quenching; stimulated with forskolin plus potentiator P3; % fluorescence drop versus neutral controls | activity (quench increase), % at 7.58 µM | 350,000 tested, 0.36% active;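 active = mean added fluorescence quench of at least 8% versus neutral control, with both replicates also reaching 8%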;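 also: cells transiently co-express mutant CFTR-F508del with the halide-sensitive YFP; corrector assay measuring rescue of mutant channel to the surface after 24 h compound exposure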
# * hit, by the source's call; . = not tested or not shown; [ ] = another dose, or the depositor's remark.
SMILES,Cneo AK release,GSIS activator,PglD DTNB,FN deposit inh,miR122 inh,C2C12 statin,PGC1a acetyl inh,CFTR F508del cor
NC(=O)[C@@H]1CC2(CC(c3cccc(NC(=O)CC(c4ccccc4)c4ccccc4)c3)=NO2)CN1C(=O)c1ccc(Cl)cc1 (stereo partly drawn),0,8,-2,16,-8,29,.,-0.2
Cc1c(C(=O)NCc2ccc(C(C)C)cc2)sc(=O)n1Cc1ccc(S(=O)(=O)N(C)C)cc1,0,-24,1,-11,.,-66,.,1.0
O=C(c1ccccc1)c1ccc2cc(O)ccc2c1,.,-16,.,-1,.,-10,.,2.9
CCN(CC)CCCn1c2c(c(SCC(=O)Nc3nc4ccccc4s3)nc1=O)CCC2,4,13,-6,5,2,-13,-3,-1.0
COc1ccc(CCC(C)NCc2ccccc2OC)cc1 (stereo not drawn),0,3,-6,1,.,15,.,0.7
O=C1C(=O)N(CCN2CCOCC2)C(c2ccc(Cl)c(Cl)c2)/C1=C(/O)c1ccc2c(c1)OCO2 (stereo not drawn),2,-8,2,.,-6,-5,-1,-0.2
CN(CC(=O)Nc1ccc(Cl)cc1)CC(=O)Nc1cccc2ccccc12,2,.,2,-4,0,4,-1,5.6
C[C@@H]1CN([C@@H](C)CO)C(=O)c2cc(C3=CCCC3)cnc2O[C@H]1CN(C)C(=O)c1ccc(F)cc1,2,-6,-1,.,-10[16.7 µM],34,-13,-1.7
CCS(=O)(=O)N1CCCCN2[C@H](C1)[C@H](c1ccc(-c3ccc(C#N)cc3)cc1)[C@@H]2CO,1,-16,-3,.,1[16.7 µM],-9,-23,3.5
O=C(CSc1nnnn1C1CCCCC1)Nc1ccccc1F,.,-2,.,-2,.,.,3,1.4
CCn1c(=O)c([N+](=O)[O-])c(NCc2ccco2)c2ccccc21,-1,1,-3,-7,-4,.,-4,-0.5
COc1cc(OC)nc(Oc2ccccc2C=O)n1,1,5,-1,4,2,5,-3,5.2
COc1ccccc1NC(=O)CCn1c(=S)oc2ccccc21,-3,13,-2,-3,.,-4,.,-0.9
CCOC(=O)c1cnn(-c2ccc(C(C)C)cc2)c1NC(=O)C1CCC1,2,-17,-12,.,0,-21,1,.
COc1cccc(C(=O)NCCS(=O)(=O)N2CCC3(CC2)OCCO3)c1,0,-6,-1,-1,-1,9,.,-0.9
COc1ccc(CNC(=O)C[C@@H]2CC[C@@H]3[C@@H](COc4ccc(NC(C)=O)cc4C(=O)N3C)O2)cc1,1,0,-1,-17,1[16.7 µM],-2,-2,-3.8
C[C@H]1CN([C@@H](C)CO)C(=O)c2cc(C3=CCCC3)cnc2O[C@@H]1CN(C)C(=O)Cc1ccncc1,-3,3,-2,4,-14[16.7 µM],14,0,-1.7
CC1Cc2nc(SCC(=O)NCC3CCCO3)n(Cc3ccccc3)c(=O)c2S1 (stereo not drawn),-5,.,-3,3,5,4,7,.
Cc1ccc(NC(=O)C(CC(C)C)NC(=O)C2CCC(C)CC2)nc1 (stereo not drawn),.,6,.,-3,-4,-4,7,.
COc1ccc(NC(=O)NNC(=O)c2cc(C3CC3)nc3ccccc23)c(OC)c1,3,0,-5,-6,3,-6,.,1.4
CN(C)S(=O)(=O)c1ccc(C(=O)NCCOc2ccccc2)cc1,-2,.,0,-3,-5,.,5,.
COc1ccccc1CCC(=O)OCC(=O)Nc1cccc(S(=O)(=O)N2CCCCC2)c1,.,-4,.,1,8,8,-7,1.8
Cc1nn(CCOc2ccccc2)c(=O)n1-c1ccc(Cl)cc1,-1,28,-6,-13,-1,1,0,2.9
CCN(CC)c1ccc(C(=O)NNC(=O)CN2C(=O)NC3(CCCCC3)C2=O)cc1,-3,14,-4,.,-5,1,.,-4.0
O=C(CSc1ccc(Cl)cc1)NC1CCCC1,0,.,-1,6,3,.,.,.
# The listing continues:
SMILES,Cneo AK release,GSIS activator,PglD DTNB,FN deposit inh,miR122 inh,C2C12 statin,PGC1a acetyl inh,CFTR F508del cor
C/C(=N\NC(=O)c1ccc(O)cc1)c1ccc(NC(=O)Cc2ccccc2)cc1,-5,29,3,-4,.,.,.,3.7
COCC(=O)N[C@@H]1CC[C@H](CC(=O)NCc2ccc(Cl)cc2)O[C@@H]1CO,-2,-11,-3,2,.,0,2,3.0
Cc1ccc(S(=O)(=O)N2CCN(C(=O)NCc3ccc(F)cc3)CC2)c(C)c1,-1,-25,-4,6,-4,-3,6,-3.7
Cc1noc(C)c1S(=O)(=O)Nc1ccc2c(c1)C(=O)N([C@@H](C)CO)C[C@H](C)[C@H](CN(C)Cc1ccccc1)OCCCC[C@@H](C)O2,0,-14,-3,10,-4[16.7 µM],.,4,-0.3
COc1ccc(-n2nnc3c(=O)n(CC(=O)Nc4cc(C)on4)cnc32)cc1OC,.,15,.,4,.,.,9,4.4
Cc1noc(C)c1NC(=O)Nc1ccc2c(c1)C(=O)N([C@@H](C)CO)C[C@H](C)[C@H](CN(C)CC1CCCCC1)OCCCC[C@@H](C)O2,-4,8,1,.,-2[16.7 µM],.,2,0.2
Cc1ccc(-n2ncc3c2CC(C)(C)CC3NC(=O)CCc2cccnc2)cc1 (stereo not drawn),0,-19,-3,.,-6,8,1,-2.3
CO[C@H]1CN(C)C(=O)c2cc(NC(C)=O)ccc2OC[C@H](C)N(S(=O)(=O)c2cn(C)cn2)C[C@H]1C,0,8,2,-2,.,10,-3,0.7
COc1ccc(C(=O)N/N=C\C(C)=C\c2ccccc2)cc1OC,-2,8,-9,3,5,-12,2,-1.0
Cc1ccc(C(C)C)c(OCC(=O)NS(=O)(=O)c2ccc(Cl)cc2)c1,3,-42,2,-6,.,14,.,0.6
CCOc1ccc(CNC(=O)CCC(=O)N2CCSc3ccccc32)cc1,3,.,1,3,2,5,-14,3.0
CNc1ccc(Cl)cc1C(N)=O,-2,-4,5,7,-14,-5,1,0.0
CCCCN(C)C/C(O)=C(\C#N)c1nc(-c2ccccc2)cs1,0,.,4,.,-1,.,3,.
C[C@@H]1CN([C@H](C)CO)C(=O)Cc2cc(NC(=O)CCN3CCOCC3)ccc2O[C@H]1CN(C)C(=O)Nc1ccc2c(c1)OCO2,2,4,-1,.,5[16.7 µM],-25,-3,-0.7
C/C=C/c1ccc2c(c1)O[C@H](CN(C)C(=O)CN1CCOCC1)[C@H](C)CN([C@H](C)CO)S2(=O)=O,0,6,1,.,-1[16.7 µM],-7,-6,0.3
COCc1ccc(C(=O)N2CCCC(N(C)Cc3ccccc3)C2)s1 (stereo not drawn),-1,0,-1,-3,6,-4,3,-1.9
CSc1nsc2nc(=O)c(/C=C3\C(C)=Nc4ccc(C)cc43)c(N)n12,-4,-14,4,-7,6,-1,10,1.0
CC=Cc1ccc2n(c1=O)C[C@@H]1[C@@H](CO)[C@H](C(=O)N(C)C)[C@H]2N1CC1CCOCC1 (mixture of isomers),-1,2,6,.,1[16.7 µM],0,.,-1.4
Cc1ccccc1S(=O)(=O)N1CC[C@@H]2[C@@H](CO)Nc3ccc(-c4cccc(F)c4)cc3[C@@H]21,0,-4,-1,-14,88[16.7 µM],-13,-4,-1.5
Nc1ncnc2c1ncn2[C@@H]1O[C@H](CNC(=O)[C@@H]2CCN2)[C@@H](O)[C@H]1O,2,4,2,-7,3,2,-11,-2.5
Cc1ccc(OC(C)C(=O)Nc2ccc(S(=O)(=O)Nc3nccs3)cc2)cc1 (stereo not drawn),1,-3,2,-2,13,15,.,-0.8
CS(=O)(=O)N(CC(=O)NCc1ccncc1)C1CCCCC1,.,0,.,9,.,.,3,1.9
C[C@@H](NC(=O)C[C@@H]1CC[C@H](NC(=O)C2CC2)[C@@H](CO)O1)c1ccccc1,3,-1,10,1,.,-2,2,-0.5
COC(=O)c1ccccc1NC(=O)c1ccc(COc2cc(C)cc(C)c2)o1,8,-17,-5,.,0,.,-17,.
O=C(C[C@@H]1C[C@H]2c3cc(NC(=O)c4cccnc4)ccc3O[C@H]2[C@H](CO)O1)NC1CCCCC1,0,-5,-2,.,-1[16.7 µM],-2,-3,2.0
# Going on with the list.
SMILES,Cneo AK release,GSIS activator,PglD DTNB,FN deposit inh,miR122 inh,C2C12 statin,PGC1a acetyl inh,CFTR F508del cor
O=C(CN1CCN(CC(=O)Nc2ccccn2)CC1)Nc1ccccn1,0,.,0,.,-6,25,-17,.
Cc1cc(NC(=O)c2cc(-c3ccccn3)nc3ccc(Br)cc23)no1,15,1,6,.,.,-2,.,-1.4
COc1cc2c(cc1OC)CN(C(=O)COc1ccccc1C#N)CC2,8,2,3,3,12,-3,6,3.1
C[C@H](CO)N1C[C@H](C)[C@@H](CN(C)C(=O)c2ccccn2)Oc2cc(C#CCC3CCCC3)ccc2S1(=O)=O,-5,-19,-3,4,24[16.7 µM],-10,13,2.3
CCC(CC)C(=O)c1c[nH]c(C(=O)NCc2cccnc2)c1,0,-8,-5,0,0,1,-9,-1.4
C[C@H](CO)N1C[C@H](C)[C@H](CN(C)C)Oc2cc(C#Cc3cccnc3)ccc2S1(=O)=O,-1,5,-6,6,-10[16.7 µM],0,5,2.1
CO[C@H]1CN(C)C(=O)c2cc(NC(=O)C3CCCC3)ccc2OC[C@H](C)N(CCC(F)(F)F)C[C@@H]1C,1,-25,2,3,3[16.7 µM],0,.,0.4
COc1ccc(-c2cc(C(=O)N(C)Cc3ccccc3)c3ccccc3n2)cc1,-8,-13,-1,0,83,6,-10,-0.5
COc1cc(/C=N/N=C(/C(=O)c2ccccc2)c2ccccc2)cc(OC)c1O,-3,-4,10,7,5,.,-2,.

# Compounds listed so far that contain a Cl atom:
SMILES,Cneo AK release,GSIS activator,PglD DTNB,FN deposit inh,miR122 inh,C2C12 statin,PGC1a acetyl inh,CFTR F508del cor
NC(=O)[C@@H]1CC2(CC(c3cccc(NC(=O)CC(c4ccccc4)c4ccccc4)c3)=NO2)CN1C(=O)c1ccc(Cl)cc1 (stereo partly drawn),0,8,-2,16,-8,29,.,-0.2
O=C1C(=O)N(CCN2CCOCC2)C(c2ccc(Cl)c(Cl)c2)/C1=C(/O)c1ccc2c(c1)OCO2 (stereo not drawn),2,-8,2,.,-6,-5,-1,-0.2
CN(CC(=O)Nc1ccc(Cl)cc1)CC(=O)Nc1cccc2ccccc12,2,.,2,-4,0,4,-1,5.6
Cc1nn(CCOc2ccccc2)c(=O)n1-c1ccc(Cl)cc1,-1,28,-6,-13,-1,1,0,2.9
O=C(CSc1ccc(Cl)cc1)NC1CCCC1,0,.,-1,6,3,.,.,.
COCC(=O)N[C@@H]1CC[C@H](CC(=O)NCc2ccc(Cl)cc2)O[C@@H]1CO,-2,-11,-3,2,.,0,2,3.0
Cc1ccc(C(C)C)c(OCC(=O)NS(=O)(=O)c2ccc(Cl)cc2)c1,3,-42,2,-6,.,14,.,0.6
CNc1ccc(Cl)cc1C(N)=O,-2,-4,5,7,-14,-5,1,0.0

# Bioassay records deposited in PubChem BioAssay by Broad Institute.
